High-throughput results: PubChem, several laboratories
NR2E3 ag-1: activates human photoreceptor nuclear receptor NR2E3. inhibition of corepressor binding, % at 4.78 µM. GST-NR2E3/biotin-RetCOR TR-FRET, 1536-well. hit rate 0.12% among 320,000. AID 2300. Q9Y5X4;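 active = percent inhibition above the cutoff of mean plus 3 SD of all tested compounds, set per screening campaign, cut at about 20% in these data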;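 also: 0% = DMSO wells and 100% = biotin wells as full block of FRET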
Target sequence (Q9Y5X4 whole entry, looked up): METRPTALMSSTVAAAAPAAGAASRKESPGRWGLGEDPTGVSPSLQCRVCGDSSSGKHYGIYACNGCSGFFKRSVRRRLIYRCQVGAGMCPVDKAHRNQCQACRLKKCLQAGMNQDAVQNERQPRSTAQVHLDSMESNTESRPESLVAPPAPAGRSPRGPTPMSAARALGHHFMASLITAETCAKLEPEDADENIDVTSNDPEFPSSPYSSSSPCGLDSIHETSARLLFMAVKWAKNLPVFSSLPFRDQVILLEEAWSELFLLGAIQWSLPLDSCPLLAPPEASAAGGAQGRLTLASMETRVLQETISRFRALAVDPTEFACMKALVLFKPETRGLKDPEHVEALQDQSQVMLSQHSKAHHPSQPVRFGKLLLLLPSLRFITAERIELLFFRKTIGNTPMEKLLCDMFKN
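system = GST-tagged NR2E3 plus biotinylated RetCOR corepressor | input = 1.35 nM GST-NR2E3 | also added = 7 nM biotin-RetCOR | schedule = 5 h incubation at 4 °C | measured by = TR-FRET with europium anti-GST and streptavidin-D2, 340 nm excitation | read-out = percent loss of FRET ratio relative to control wells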
CF NFkB block: inhibitors of cystic fibrosis induced NF-kB | KKLEB NF-kB-GFP reporter, PAF-induced, GFP fluorescence overnight | inhibition, % at 5 µM | hit rate 0.86% among 360,000 | AID 588850;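 active = at least 50% inhibition at 5 µM, scaled per plate between neutral and stimulator controls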;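 also: PAF is a Pseudomonas aeruginosa culture filtrate used as stimulus; plate controls were PAF-stimulated DMSO wells for no effect and unstimulated DMSO wells for full effect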
Peg3 promoter: inhibitors of Peg3 promoter; inhibition, % at 20 µM; hit rate 1.7% among 360,000; HeLa PEG-Prom luciferase reporter, luminescence, overnight;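 active = inhibition of at least 50% at 20 µM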
hiPSC survival: enhancers of human iPSC single-cell survival; hiPSC single-cell survival, ATPlite luminescence; 100% = ROCK inhibitor wells, 0% = DMSO; survival enhancement, % at 20 µM; hit rate 0.044% among 360,000; in the data active = survival enhancement above about 18%;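 also: cells exposed to compounds for 16 hours before the ATP read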
C8 TRAIL sens: caspase-8 TRAIL sensitization; NB7+C8 cells + TRAIL, ATPlite viability luminescence; hit rate 1% among 360,000; inhibition (viability loss, TRAIL sensitization), % at 10 µM;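 active = compounds causing at least 50% loss of cell viability in the single-dose screen, relative to plate controls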
TRPM1 prom inh: MITF TRPM1 promoter inhibition in SK-MEL-5 cells | SK-MEL-5 TRPM1 promoter luciferase, 24 h | inhibition, % at 12.5 µM | hit rate 0.83% among 330,000;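 active = mean inhibition across replicates of 60% or more, whatever share of single replicates reaches that level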; also: values of inactives mirror those of a sister screen read the other way
LMP1 NFkB inh: reduces LMP1-driven NF-kappaB luciferase signal; LMP1-induced NF-kappaB luciferase reporter cells, luminescence; inhibition, % at 12.5 µM; hit rate 0.69% among 350,000; in the data active = inhibition above about 41%;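 also: 0% = neutral control wells and 100% = reference inhibitor control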
KKLEB cytotox: counter-screen for CF NF-kB inhibitors: cytotoxicity | KKLEB CF airway cells viability, ATPlite luminescence, overnight; stronger effect = lower value; cells stimulated with P. aeruginosa culture filtrate | activity change (cytotoxicity), % at 5 µM | hit rate 0.36% among 360,000;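 active = corrected activity change at or below -50% at 5 µM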
NR2E3 ag-2: human photoreceptor-specific nuclear receptor agonism | CHO-S Gal4-NCOR/VP16-NR2E3 two-hybrid, luciferase | inhibition of corepressor binding, % at 3.98 µM | hit rate 0.35% among 360,000 | AID 602229;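 active = inhibition above the mean of all tested compounds plus 3 SD, cut at about 70% in these data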;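 also: 0% = DMSO with NR2E3 transfected cells and 100% = cells lacking NR2E3 construct; higher means lower luciferase signal from less NR2E3 corepressor binding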
Shn3 3UTR inh: Schnurri-3 reporter inhibition in Clone20 osteoblasts; Clone20 osteoblast Shn3 3'UTR firefly luciferase, 24 h; inhibition, % at 12.5 µM; hit rate 0.52% among 360,000;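 active = mean inhibition of at least 75% with every replicate also reaching 75%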;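 also: 0% = median of neutral control wells and 100% = pilot-screen positive control compound; some compounds past the cut are filed as inactive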
HIF-2a inh: inhibitors of HIF-2a; 786-0 RCC cells HIF-2a reporter, luciferase luminescence, overnight; inhibition, % at 18.8 µM; hit rate 0.72% among 360,000;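 active = inhibition of the luminescence signal of 40% or more relative to plate controls, in a single-dose primary screen at 18.75 µM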
* hit, by the source's call; · = no result given.

SMILES,NR2E3 ag-1,CF NFkB block,Peg3 promoter,hiPSC survival,C8 TRAIL sens,TRPM1 prom inh,LMP1 NFkB inh,KKLEB cytotox,NR2E3 ag-2,Shn3 3UTR inh,HIF-2a inh
Oc1ccc(O)c(C=NNC(=S)NC2CC3CC2C2C=CCC32)c1 (configuration not stated),·,10,-73,0.3,28,·,23,5,53,27,-79
O=C(c1ccccc1)N1N=C(c2ccco2)CC1c1cccs1 (configuration not stated),3,0,14,0.7,2,5,-8,-3,-22,-16,21
Cc1c(NC(=O)c2nn3c(c2Br)NC(c2ccccc2)CC3C(F)(F)F)c(=O)n(-c2ccccc2)n1C (configuration not stated),-2,3,-1,3.7,-2,-4,-9,0,15,21,10
O=C(Nc1nc(-c2ccncc2)cs1)C1COc2ccccc2O1 (configuration not stated),1,54*,-5,103*,12,-24,-4,-71*,-24,35,4
CC1CCN(CCCNC(=O)c2coc3nc4ccccc4nc23)CC1,1,-12,-23,-2.5,-3,-5,0,14,-57,-2,-16
O=C(O)CCn1c(=O)[nH]c(=O)n(CCC(=O)O)c1=O,-1,3,89*,-1.0,1,13,4,0,-6,10,12
O=C(COC(=O)c1cc[n+]([O-])cc1)Nc1ccc2c(c1)OCCO2,-1,8,-12,-1.5,-5,-6,-6,2,-13,-8,-15
COc1ccc(OCc2nc(-c3ccc(F)c(F)c3)cs2)cc1,-5,9,-28,-0.4,-1,-8,-2,-3,22,-15,-88
COc1ccc(C(=O)/C=C/c2ccc3c(c2)OCCO3)cc1,-5,11,-164,-0.6,9,-15,4,-13,-6,-3,-84
COc1ccc(-c2csc(N(CCCN(C)C)C(=O)c3ccccc3F)n2)cc1,-2,14,4,-0.4,3,0,-21,-10,-14,14,7
CC(=O)c1cccc(CN2CCC(C(=O)Nc3ccc(Oc4cccnc4)cc3)CC2)c1,4,-4,6,-0.4,6,26,16,8,-23,18,3
Cc1ccc(C(=O)Nc2cccnc2)cc1C,·,-1,-188,-0.3,14,·,-9,-2,8,-60,-195
CCC1NC(=O)c2cc3ccccc3cc2-n2c1nc1cc(F)ccc1c2=O (configuration not stated),·,4,9,3.2,-4,·,-2,-9,8,-24,23
CCOc1ccc(N2C(=O)CC(N3CCN(C(=O)CN4CCCC4)CC3)C2=O)cc1 (configuration not stated),1,5,-4,-1.0,-5,11,0,4,4,11,-4
COc1ccc(N2CCN(C(=O)CSc3nnc4c(C)cc5cc(C)ccc5n34)CC2)cc1,-2,-6,24,3.6,-10,0,2,-1,-16,7,24
COC(=O)c1ccc(NC(=O)c2ccccc2SC)cc1,2,1,-113,5.3,-6,-47,0,8,-27,-41,-171
C=C1CCN(C(C(=O)OC)C(C)C)S(=O)(=O)c2ccc(F)cc21 (configuration not stated),-3,-23,13,4.4,1,6,3,3,10,-7,11
COc1ccccc1C(=O)NNC(=O)C(=O)Nc1ccc(C)cc1,1,-3,5,-0.7,5,1,1,-2,-32,-15,21
CCCCn1c(N)c(N(CC)C(=O)CSCc2ccc(C)cc2)c(=O)[nH]c1=O,0,24,6,-0.4,-1,2,-2,-6,9,-14,11
Cc1ccc(CNC(=O)c2cc(Cl)cc(Cl)c2)n1C,-2,0,14,0.0,-3,-4,·,-8,-16,1,12
O=C(CN1C(=O)CCOc2ccccc21)Nc1cccc(S(=O)(=O)N2CCOCC2)c1,-2,10,10,-2.7,-5,6,-21,6,-6,-14,9
CCOc1ccc(N=Cc2c(O)n(-c3cccc(C)n3)c(=O)c3ccccc23)cc1,-2,-23,1,-0.2,4,-19,10,1,-12,27,-32
COc1ccc(S(=O)(=O)Nc2ccc(Cc3ccncc3)cc2)cc1OC,1,2,4,0.2,4,6,22,1,61,36,6
CN1C(c2ccc(F)cc2)=CS/C1=C(\C#N)c1nnc2n1-c1ccccc1SC2,0,-24,-1,-2.1,3,-3,-4,-4,23,8,-1
CN(CCOc1ccc(Br)cc1)CC(=O)Nc1cccc(S(=O)(=O)NC2=NCCC2)c1,-2,2,28,-0.8,-20,10,-1,-4,-2,6,15
CCCC(=O)N1CCCC(c2nc(-c3cccs3)no2)C1 (configuration not stated),-1,0,-84,0.0,7,-43,-12,-8,-60,-34,-112
CCOC(=O)C1(CC2CCCCO2)CCN(S(=O)(=O)c2ccc(C)s2)CC1 (configuration not stated),1,-18,5,-0.1,-1,13,-17,-17,-20,2,13
CCC1(c2ccccc2)NC(=O)N(CC(=O)N(C)CC(=O)Nc2cccc(F)c2)C1=O (configuration not stated),2,-4,0,0.0,0,-10,-4,10,-12,2,11
COc1ccc(C(=O)OCC(=O)Nc2ccccc2)cc1[N+](=O)[O-],-3,0,-5,2.1,1,16,-39,11,-9,-12,2
OC[C@@H]1CN(Cc2ccc(-c3ccccc3)cc2)C[C@H](n2cnc3c(NC4CCCC4)ncnc32)O1,·,0,20,5.3,29,·,·,2,91*,79,16
O=C(Cc1cccs1)Nc1nnc(SCC(=O)NC2CCCCC2)s1,1,1,1,-2.0,3,-4,-15,5,-20,0,6
Cc1ccc(C(=O)Nc2ccc(N3CCN(C)CC3)cc2)c(Cl)c1,2,1,-214,-0.1,-6,-35,-17,-6,-94,-112,-161
COc1ccc(S(=O)(=O)NCCCn2ccnc2)cc1C(C)(C)C,0,8,18,0.3,0,3,8,-1,-25,-32,7
CCC(=O)N1CCC2(CC1)Oc1ccc(Cl)cc1C(=O)C21CC(c2ccc(Cl)cc2)=NO1 (configuration not stated),2,-13,1,-2.4,15,-4,5,-5,-34,-13,-21
CCSc1nnc(-c2cc(Br)ccc2NC(C)=O)c(=O)[nH]1,3,8,10,1.6,-10,2,0,1,1,8,12
S=c1nc2[nH]c3ccccc3c2n[nH]1,·,-6,5,0.1,-6,12,-3,7,-22,8,4
Cc1cccc(OCc2nc(-c3ccccn3)n[nH]2)c1,4,-7,-44,-0.7,15,-14,-4,1,-18,3,-42
CCCCCCn1c(SCC(=O)c2ccccc2)nc2c1c(=O)[nH]c(=O)n2C,3,-35,15,-1.8,-14,-6,-5,12,-29,-13,14
CC(=O)c1ccc(OC2(C)CCN(Cc3ccc4c(c3)OCCO4)C2)cc1 (configuration not stated),·,4,-11,-0.8,2,·,·,-13,8,11,2
COc1cccc(NC(=O)C2CCCN2C(=O)Nc2cccc(F)c2)c1 (configuration not stated),2,20,67*,-2.5,-16,11,5,-5,21,8,12
COc1cc(/C=C/C(=O)OCC(=O)NCCC2=CCCCC2)ccc1O,-2,0,2,2.2,-13,12,-10,-5,22,9,9
COc1ccccc1N1CCN(c2cc(C)nc3nc(C)nn23)CC1,2,1,0,3.3,-3,2,5,-16,4,-6,2
Cc1cc(C)nc(NC(=O)c2ccc(Cl)cc2Cl)n1,0,-9,-3,-0.3,-9,15,-3,4,8,-31,10
O=C(Nc1nc(-c2ccc(Br)cc2)cs1)c1cccnc1,4,6,8,-0.5,-2,-7,-3,-12,-3,0,-17
COc1ccccc1OCC(=O)Nc1ccc(S(=O)(=O)N2CCCC2)cc1,-1,7,12,0.4,-5,-1,-4,-13,-14,7,-5
COc1ccc(OC)c(C2=Nn3c(nnc3-c3ccncc3)SC2)c1,3,1,24,0.4,0,-48,-24,5,-3,·,-9
COc1ccccc1N1CCN(/N=C/c2c(C)nn(-c3ccccc3)c2C)CC1,-1,-7,18,-2.2,2,-17,-13,3,-21,9,-17
O=C(CCn1cnc2ccccc2c1=O)Nc1ccc(S(=O)(=O)N2CCCCC2)cc1,2,7,8,-2.8,10,8,0,-2,-9,16,17
COc1ccc(C(=S)N2CCC(C(N)=O)CC2)cc1Br,0,5,3,-0.1,-6,-4,1,-5,-9,-14,7
O=c1[nH]c(CSc2ncn[nH]2)nc2ccccc12,3,7,5,-0.6,-10,11,3,8,-35,2,3

An excerpt from above in order of the LMP1 NFkB inh value, largest number first.
Compound,LMP1 NFkB inh
COc1ccccc1N1CCN(c2cc(C)nc3nc(C)nn23)CC1,5
COc1ccccc1OCC(=O)Nc1ccc(S(=O)(=O)N2CCCC2)cc1,-4
COc1cc(/C=C/C(=O)OCC(=O)NCCC2=CCCCC2)ccc1O,-10

Next compounds:
SMILES,NR2E3 ag-1,CF NFkB block,Peg3 promoter,hiPSC survival,C8 TRAIL sens,TRPM1 prom inh,LMP1 NFkB inh,KKLEB cytotox,NR2E3 ag-2,Shn3 3UTR inh,HIF-2a inh
COc1ccc(S(=O)(=O)N2CCCN(CC(=O)Nc3ccccc3F)CC2)cc1,-1,-8,18,0.8,17,0,-11,-2,23,-4,-3
CCCn1c(C)cc(/C=C(\C#N)C(=O)OCC(=O)N(C)c2c(N)n(Cc3ccccc3)c(=O)[nH]c2=O)c1C,-1,-2,-30,-0.4,-6,-3,-5,5,-13,-3,-8
Cc1cc2ncc(C(=O)Nc3ccccc3)c(C)n2n1,2,-7,-29,1.0,-5,-10,7,-1,-12,-18,-40
Cc1nn2c(NCc3ccccn3)cc(C(C)C)nc2c1-c1ccccc1,0,12,22,-0.4,32,39,-9,-11,18,41,25
CCOC(=O)C(CCCOc1ccccc1C)C(=O)OCC,0,0,5,8.5,-10,-1,7,0,16,2,7
Cc1nc2ccccc2cc1C(=O)O,2,-10,2,5.3,-6,9,7,-5,11,-4,2
COCCn1c(Cc2ccccc2)nnc1SCC(=O)N(C)C,6,2,-2,0.9,-10,7,4,4,-8,-12,12
CC1CCC(C(C)C)C(OC(=O)C2=C3c4ccccc4S(=O)(=O)N3CC2)C1 (configuration not stated),1,8,15,0.1,12,-9,-12,7,-24,7,13
CCOC(=O)c1oc2ccc3c(c2c1C)C(=O)CC1(CCN(C(=O)OCC)CC1)O3,1,8,9,-1.2,14,8,4,-4,-26,23,3
CC1CCCC(NC(=O)COC(=O)COc2ccc(C#N)cc2)C1C (configuration not stated),·,-25,11,-1.2,-9,10,5,8,0,24,8
N/C(Cc1ccc([N+](=O)[O-])cc1)=N\OC(=O)c1ccc(Br)o1,-2,-7,-4,-0.8,5,-12,0,4,-24,-2,-19
O=C(CN1C(=O)C2C3CCC(C3)C2C1=O)OCC(=O)c1ccc(Br)cc1 (configuration not stated),-2,-3,-3,0.1,-7,-15,2,16,-1,5,-8
CCN1C(=O)C(O)(CC(=O)c2ccc3c(c2)OCCO3)c2ccccc21 (configuration not stated),0,-3,-2,0.5,-8,4,-9,1,-5,-22,5
C=CCN1CN(Cc2ccco2)CNC1=S,1,-2,6,3.2,-13,11,-2,8,-4,-1,26
CCOC(=O)c1c(-c2ccc(C)cc2)csc1NC(=O)C1CC=CCC1C(=O)O (configuration not stated),2,6,27,-1.5,10,-19,4,3,-8,4,7

An excerpt; rates above refer to the full screens.
